Assay outcomes (PubChem)
TRb SRC2 PPI – inhibitors of human thyroid hormone receptor beta-SRC2 interaction. P10828. TRbeta-SRC2 peptide binding, fluorescence polarization; receptor liganded with 1 µM T3. Potency, µM (top dose mostly 106 µM), for inactives: at the top dose activity change, negative = inhibition, actives largely listed as inhibitors. 0.065% of 280,000 active;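 also: plate controls were bound peptide for no effect and peptide without receptor for full effect; nearly all actives have a fitted effect of over 50% in size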
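Fluorescence polarization of 20 nM Texas Red SRC2 peptide (20-aa NR interaction domain) bound to 0.6 uM human TRb ligand-binding domain, with 1 uM T3, after 5 hr at ambient temperature; inhibition seen as decreased polarization.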
GAA glycogen mod – GAA glycogen-cleavage inhibition or activation. Potency, µM (highest dose often 76.4 µM), inactives show at the top dose activity change, negative = inhibition, hits mostly inhibitors. AID 2100. recombinant GAA, glycogen substrate, Amplex Red glucose oxidase fluorescence. 0.38% of 300,000 active. P10253;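 also: 0% = full enzyme reaction and -100% = no-enzyme basal signal; the screen sought inhibitors and activators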
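qHTS, 1536-well; enzyme 4 nM final; cpd up to 77 uM; substrate bovine liver glycogen 30 ug; 50 mM citrate/phosphate pH 5.0, 0.01% Tween-20; 37 C, 40 min; Amplex Red detection 45 min RT; Hill fit → AC50.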
RECQ1 inh – blocks DNA unwinding by human RECQ1; AID 2549; RECQ1 DNA unwinding, red fluorescence kinetic read; P46063; 0.54% of 240,000 active; Potency, µM (titrated, usually from 57.3 µM), without a hit: at the highest dose activity, negative = inhibition, actives largely listed as inhibitors;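 also: plate controls were vehicle for no effect and no enzyme for full effect; nearly all actives have a fitted effect of over 30% in size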
Target sequence (P46063 whole entry, looked up): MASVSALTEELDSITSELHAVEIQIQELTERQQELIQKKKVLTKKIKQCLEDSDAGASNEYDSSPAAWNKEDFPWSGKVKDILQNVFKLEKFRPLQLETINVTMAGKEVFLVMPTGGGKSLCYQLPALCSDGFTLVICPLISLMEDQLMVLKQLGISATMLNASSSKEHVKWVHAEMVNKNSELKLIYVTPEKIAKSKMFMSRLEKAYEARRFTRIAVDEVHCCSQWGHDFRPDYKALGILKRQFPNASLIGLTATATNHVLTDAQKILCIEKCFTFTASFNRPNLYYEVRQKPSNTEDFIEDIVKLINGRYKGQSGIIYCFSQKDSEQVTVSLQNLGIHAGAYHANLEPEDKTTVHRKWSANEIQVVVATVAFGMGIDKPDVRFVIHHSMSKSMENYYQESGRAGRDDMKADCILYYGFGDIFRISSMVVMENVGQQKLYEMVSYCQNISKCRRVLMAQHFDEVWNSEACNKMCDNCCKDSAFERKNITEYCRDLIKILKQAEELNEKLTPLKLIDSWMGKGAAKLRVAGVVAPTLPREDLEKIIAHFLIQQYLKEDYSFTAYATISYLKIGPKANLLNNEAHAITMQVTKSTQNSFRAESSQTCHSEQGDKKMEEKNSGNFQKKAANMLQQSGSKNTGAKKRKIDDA
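RECQ1T1 50 nM; forked duplex (20 bp + 30-nt ss tails) 200 nM, ATP 2 mM final; pH 8.0, 2 mM MgCl2, 2.5 ug/ml poly(dI-dC); 15 min compound preincubation; discontinuous kinetic read over 2 h at RT.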
GAA spleen mod – inhibitors or activators of human alpha-glucosidase in spleen homogenate; Potency, µM (top dose mostly 79.9 µM), for inactives: top-dose activity change, negative = inhibition, hits mostly inhibitors; human spleen homogenate, 4-MU-alpha-glucoside fluorescence; 0.006% of 240,000 active; P10253;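 also: 0% = enzyme with vehicle and -100% = no enzyme basal signal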
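Enzyme source: human spleen homogenate, 1 ug/well. Buffer 50 mM citric acid/K phosphate pH 5.0, 0.01% Tween-20. 4-MU-alpha-glucoside 1 mM; 37 C x 40 min; NaOH/glycine stop; fluorescence.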
TR SRC2 fluor cs – Texas Red fluorescence interference in TRb-SRC2 counter-screen; TRb/SRC2 Texas Red total fluorescence interference; Potency, µM (highest dose often 106 µM), inactives show at the highest dose fluorescence change, negative = quenching; AID 1479; 0.29% of 280,000 active; active = well fitted curve in either direction with a large enough effect; inconclusive = small, poorly fitted or top-dose-only effect
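Flags fluorescent or light-absorbing compounds by total fluorescence, S + 2P, at 555 nm excitation and 632 nm emission. Mixture: 20 nM Texas Red SRC2 peptide, 0.6 uM human TRb LBD, 1 uM T3, 5% DMSO; compound exposure 5 h at ambient temperature.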
GoLoco inh red – inhibitors of human Gai1-RGS12 GoLoco interaction (red fluorophore); P63096; AID 880; Gai1:RGS12 GoLoco peptide FP, rhodamine, 10 min; 0.44% of 230,000 active; Potency, µM (series often up to 61.6 µM), without a hit: at the highest dose activity, negative = inhibition, usual class: inhibitors; active = well fitted inhibition curve with a large enough effect, not every such curve was filed as active; inactive = no such curve, though single readings can be large or run the other way; also: nearly all actives have a fitted effect of over 30% in size; many of its hits are not listed in these tables
Target sequence (P63096 whole entry, looked up): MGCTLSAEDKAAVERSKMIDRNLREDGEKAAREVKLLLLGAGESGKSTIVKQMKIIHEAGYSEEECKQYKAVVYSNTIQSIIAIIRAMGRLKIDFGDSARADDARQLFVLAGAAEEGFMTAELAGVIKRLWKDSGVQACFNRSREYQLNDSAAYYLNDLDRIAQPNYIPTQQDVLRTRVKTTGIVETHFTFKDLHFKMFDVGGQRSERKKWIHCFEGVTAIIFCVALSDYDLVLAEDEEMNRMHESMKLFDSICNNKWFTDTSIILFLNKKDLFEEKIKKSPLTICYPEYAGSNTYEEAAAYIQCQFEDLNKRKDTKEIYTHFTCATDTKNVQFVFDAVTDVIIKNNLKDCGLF
L3MBTL1 inh – blocks human L3MBTL1; Q9Y468; AlphaScreen L3MBTL1–H3K9me1 peptide binding; Potency, µM (top dose mostly 57.1 µM), inactives show at the highest dose activity, negative = inhibition, hits mostly inhibitors; 0.66% of 230,000 active; also: nearly all actives have a fitted effect of over 60% in size
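Displacement of a biotinylated histone H3(1-15) peptide monomethylated at Lys9 (75 nM) from L3MBTL1 (50 nM) was measured by AlphaScreen after a 30 min room-temperature compound incubation; cefsulodin titration served as intraplate control.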
GAA inhib – inhibitors of human lysosomal alpha-glucosidase. P10253. purified human GAA, 4-MU-alpha-glucoside fluorescence. Potency, µM (titrated, usually from 76.9 µM), without a hit: at the highest dose activity change, negative = inhibition, usual class: inhibitors. 0.005% of 200,000 active. AID 1466;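 also: plate controls were uninhibited enzyme wells for no effect and no-enzyme background for full effect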
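Human enzyme at 4 nM with 400 uM 4-methylumbelliferyl-alpha-D-pyranoside, citrate/phosphate buffer pH 5.0, 0.005% Tween-20, 20 min at room temperature. Compounds up to 77 uM. 4-MU fluorescence (Ex 365/Em 440) read after NaOH/glycine stop; AC50 from Hill fit.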
* marks the source's active call; other numbers are inactive results; i = inactive; ? = inconclusive; . = not tested or not shown; [ ] = another dose, or the depositor's remark. Unless noted, calls follow the shape of the dose curve; as a rule, active = well fitted curve in the direction sought with a large enough effect; inconclusive = small, poorly fitted or top-dose-only effect, or another doubt; inactive = no such curve, though single readings can be large; an effect the other way counts as inactive or inconclusive. Unless noted, % is scaled to controls: 0 for no effect and ±100 for the full control effect; potency is read from the fitted curve at half-maximal effect.

no.	Compound	GAA inhib	TRb SRC2 PPI	TR SRC2 fluor cs	RECQ1 inh	GoLoco inh red	GAA spleen mod	GAA glycogen mod	L3MBTL1 inh
1	O=C(N/N=C/C=C\c1ccccc1[N+](=O)[O-])c1cc(-c2ccccc2)nc2ccccc12	?	0%	-3%	-4%	-7%	-5%	4%	-16%
2	COCCN(CCOC)c1nc(C)nc2c1nc(-c1ccccc1)n2CCCN1CCCCC1C (stereo not drawn)	.	-3%	1%	i	13%	7%	.	.
3	Nc1cc(Cl)c(N)cc1Cl	-7%	-4%	0%	-7%	4%	2%	28µM*	-6%
4	CCOC(=O)N1CCN(C(=O)c2ccccc2Oc2ccccc2)CC1	-8%	11%	-2%	-8%	6%	-3%	-4%	0%
5	c1ccc2c(N3CCNCC3)nc(-c3ccc4c(c3)OCO4)nc2c1	.	2%	-4%	0%	-1%	-12%	.	.
6	O=C(Cn1cnc2c(nnn2Cc2ccc(F)cc2)c1=O)NCC1CCCO1 (stereo not drawn)	3%	-1%	-1%	-5%	1%	-2%	1%	36%[activator]
7	CCC(=O)Nc1cc(Cl)ccc1N1CCN(C(=O)CC)CC1	2%	-8%	2%	-9%	2%	4%	7%	-14%
8	COc1cc(SC)ccc1C(=O)Nc1ccc(Br)cn1	-7%	2%	-3%	-8%	3%	4%	1%	8%
9	C=C1CC/C=C(\C)CC[C@@H]2[C@@H]1CC2(C)C	.	-4%	0%	-10%	10%	4%	.	.
10	CCCCNC(=O)Nc1nnc(SCC(=O)OCC)s1	.	-3%	1%	-1%	0%	-1%	-9%	-1%
11	COc1ccc(C(C)=O)cc1CSc1nnc(C)n1-c1ccccc1	-2%	-3%	0%	-9%	8%	-9%	3%	12%
12	COc1cc(N)ccc1NC(=O)c1cccs1	-4%	-11%	1%	i	21%	-6%	?	-25%[11.4 µM]
13	CCCCN(C(=O)CNC(=O)c1cccs1)C(C(=O)NC1CCCC1)c1ccncc1 (stereo not drawn)	-1%	4%	1%	-20%	-3%	-6%	0%	-27%
14	Cc1ccc2c(c1)N(CCCC(=O)NCc1ccc3c(c1)OCO3)C(=O)CO2	-2%	0%	-3%	-17%	6%	-3%	-6%	3%
15	O=C(c1ccccc1)C(C(=O)N1CCc2ccccc2C1)n1ccccc1=O (stereo not drawn)	-12%	0%	1%	4%	9%	-1%	-4%	8%
16	Cc1ccnc(N2C(=O)c3ccccc3C2Nc2ccccc2Cl)c1 (stereo not drawn)	-7%	4%	-4%	-1%	3%	-17%	-5%	-16%
17	C[C@@H]1C(=O)N(S(=O)(=O)c2ccc([N+](=O)[O-])cc2)[C@H]1c1ccccc1	.	3%	-3%	16%	.	16%	.	.
18	Cc1cc(C)cc(O)c1	.	-1%	-2%	0%	9%	0%	.	.
19	O=C(NCCCCc1ccccc1)c1cccc([N+](=O)[O-])c1	-4%	-1%	-1%	5%	-6%	3%	9%	1%
20	CCOC(=O)c1ccc(NC(=O)NC2CC3CCC(C2)N3Cc2nnnn2C(C)(C)C)cc1 (stereo not drawn)	?	-3%	-1%	i	9%	-2%	2%	1%
21	Cn1c(=O)c([N+](=O)[O-])c(NCC2CCCO2)c2ccccc21 (stereo not drawn)	.	1%	-2%	-3%	31%[activator]	2%	6%	3%
22	Cc1ccc(C)c(N2CCN(CC3CC=CCC3)CC2)c1 (stereo not drawn)	-3%	0%	-4%	-5%	5%	-7%	3%	.
23	NNC(=O)c1csc(-c2ccccc2)n1	4%	-1%	-2%	4%	-3%	-1%	-27%	-7%
24	Cc1ccc(/C([O-])=C(/C(=S)NCc2ccc3c(c2)OCO3)[n+]2ccc(N(C)C)cc2)c(C)c1	4%	3%	-1%	-5%	7%	9%	-12%	.
25	COc1ccc2c(c1)C(c1ccc(N3CCOCC3)cc1)=NNC(c1cccnc1)=N2	8%	5%	0%	-2%	0%	2%	-10%	-14%
26	O=C(Nc1ccccc1Cl)N1CCN(c2ncccn2)CC1	1%	-17%	-2%	7%	0%	1%	1%	10%
27	CNC(CC(=O)c1ccc([N+](=O)[O-])cc1)C(Cl)(Cl)Cl (stereo not drawn)	-9%	7%	-25%	-11%	29%	-7%	18%	0%
28	C[n+]1ccc(C(=O)NCCC[N+](C)(C)C)cc1/C=N/O	3%	7%	-1%	i	13%	-3%	-2%	8%
29	C=C(C)c1cccc(C(C)(C)NC(=O)NC2CCCC2)c1	7%	5%	0%	0%	3%	9%	9%	3%
30	O=C(Nc1cn(-c2ccccc2)nc1-c1ccc(Cl)cc1)c1ccccc1	-5%	3%	-2%	-1%	8%	-1%	-16%	-1%

Sorted by molecular weight (high to low): ten of the compounds above
no.	Compound	GAA inhib	TRb SRC2 PPI	TR SRC2 fluor cs	RECQ1 inh	GoLoco inh red	GAA spleen mod	GAA glycogen mod	L3MBTL1 inh
24	Cc1ccc(/C([O-])=C(/C(=S)NCc2ccc3c(c2)OCO3)[n+]2ccc(N(C)C)cc2)c(C)c1	4%	3%	-1%	-5%	7%	9%	-12%	.
20	CCOC(=O)c1ccc(NC(=O)NC2CC3CCC(C2)N3Cc2nnnn2C(C)(C)C)cc1 (stereo not drawn)	?	-3%	-1%	i	9%	-2%	2%	1%
25	COc1ccc2c(c1)C(c1ccc(N3CCOCC3)cc1)=NNC(c1cccnc1)=N2	8%	5%	0%	-2%	0%	2%	-10%	-14%
30	O=C(Nc1cn(-c2ccccc2)nc1-c1ccc(Cl)cc1)c1ccccc1	-5%	3%	-2%	-1%	8%	-1%	-16%	-1%
26	O=C(Nc1ccccc1Cl)N1CCN(c2ncccn2)CC1	1%	-17%	-2%	7%	0%	1%	1%	10%
21	Cn1c(=O)c([N+](=O)[O-])c(NCC2CCCO2)c2ccccc21 (stereo not drawn)	.	1%	-2%	-3%	31%[activator]	2%	6%	3%
19	O=C(NCCCCc1ccccc1)c1cccc([N+](=O)[O-])c1	-4%	-1%	-1%	5%	-6%	3%	9%	1%
29	C=C(C)c1cccc(C(C)(C)NC(=O)NC2CCCC2)c1	7%	5%	0%	0%	3%	9%	9%	3%
28	C[n+]1ccc(C(=O)NCCC[N+](C)(C)C)cc1/C=N/O	3%	7%	-1%	i	13%	-3%	-2%	8%
23	NNC(=O)c1csc(-c2ccccc2)n1	4%	-1%	-2%	4%	-3%	-1%	-27%	-7%

Next records:
no.	Compound	GAA inhib	TRb SRC2 PPI	TR SRC2 fluor cs	RECQ1 inh	GoLoco inh red	GAA spleen mod	GAA glycogen mod	L3MBTL1 inh
31	CCN(CC)CCCNC(=O)C1c2ccccc2C(=O)N(CCOC)C1c1ccc(F)cc1 (stereo not drawn)	2%	0%	0%	-14%	5%	2%	-3%	18%
32	CCCCNC(=O)COC(=O)CCC(=O)c1ccc(Cl)cc1	-12%	-3%	-3%	-4%	6%	-4%	10%	4%
33	CC(Oc1ccc(Cl)cc1Cl)c1ccn[nH]1 (stereo not drawn)	2%	0%	0%	i	5%	-3%	13%	12%
34	COc1ccc(CCCC(=O)NC(C)c2ccccc2)cc1 (stereo not drawn)	-7%	-5%	-2%	-4%	7%	-2%	9%	5%
35	CCN(CC)CCCCOc1ccccc1OC	8%	2%	1%	-9%	-1%	-3%	-20%	-4%
36	CCOC(=O)CCN1C(=O)[C@H]2[C@H]3[C@H](O)[C@H](O)C/C(=N/OCC(C)C)[C@H]3CC[C@@H]2C1=O	.	1%[11.2 µM]	1%[11.2 µM]	15%[11.5 µM]	.	-9%[17.4 µM]	.	.
37	S=C(NCC1CCCO1)NC1CCCC1 (stereo not drawn)	5%	-12%	-4%	-11%	8%	-4%	-6%	-3%
38	COc1ccc(C(=O)N2CCN(C(=O)Cc3ccccc3)CC2)cc1OC	-2%	-5%	1%	13%	5%	-3%	6%	.
39	[O-][n+]1cccc2ncc3cscc3c21	4%	-4%	1%	3%	1%	-1%	10%	-1%
40	COC(=O)C1=C(O)/C(=C\c2cc(C)n(-c3ccccc3C)c2C)N=C1C	-10%	13%	1%	3%	73%[activator]	-9%	3%	.
41	COCC(=O)Nc1nc2ccc(C)cc2s1	2%	0%	1%	-12%	8%	5%	-7%	9%
42	CCCCOc1ccc(C(=O)Nc2ccc(S(=O)(=O)Nc3cc(C)on3)cc2)cc1OC	-9%	3%	-6%	i	3%	-1%	0%	4%
43	COc1cc2c(cc1OC)CN(C(=O)CSc1n[nH]c(N)n1)CC2	2%	-6%	-1%	-18%	3%	-3%	-15%	10%[11.4 µM]
44	Cc1cc(NC(=O)c2noc3c2CCCC3)n(-c2ccccc2)n1	1%	-5%	-3%	-1%	4%	-14%	1%	.
45	CC(C)[C@H](NS(=O)(=O)c1cccc(Cl)c1)C(=O)OCC(=O)N1CCN(c2ccccc2)CC1	-3%	1%	6%	-8%	-46%	-4%	12%	1%
46	COc1cccc(CNC(=O)CCC2CCCN(c3cc(C)nc(N)n3)C2)c1 (stereo not drawn)	-2%	1%	2%	-1%	10%	-3%	18%	2%
47	O=c1nc2n(c3sc4c(c13)CCCC4)C(CBr)CS2 (stereo not drawn)	-1%	-16%	-1%	3%	9%	4%	-11%	-3%
48	COc1ccc(OC)c(C(=O)CSc2nnc(Cc3cccs3)n2CCc2ccccc2)c1	?	11%	0%	-9%	257%[activator]	-1%	-5%	-16%
49	CCOC(=O)C1(CCOc2ccccc2)CCN(Cc2cnc(C)s2)CC1	.	-1%	3%	i	-9%	-2%	3%	-16%
50	Cn1nc(C(=O)NCCN2CCOCC2)c2ccccc2c1=O	5%	12%	2%	-4%	-7%	0%	-2%	-4%
51	Cc1ccc(-c2cc(C(=O)NN=C3CCCC3)c3ccccc3n2)cc1	-3%	-6%	-2%	-6%	14%	1%	-24%	-4%

This is a subset; the hit share may differ from the screen's.
